# PhoP inhibition – inhibitors of PhoP regulon expression, primary screen, Salmonella Typhimurium, GFP reporter (AID 1863) | S. Typhimurium PhoP-regulated promoter GFP reporter, 4 h; higher % means a stronger effect | one-dose inhibition, % at 50 µM; IC50 in µM for titrated hits | actives 0.16% (n = 300,000);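 active = inhibition over 29.93%, a cutoff 3 SD above the screen mean, later confirmed by dose response; inconclusive = inhibition over 29.93% but no dose response follow-up; inactive = inhibition at most 29.93% or unconfirmed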;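 also: 0% = low Mg2+ inducing control and 100% = high Mg2+ repressing control; strong numbers were not always called active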
# RSV antiviral HEp-2 – RSV antiviral activity via CPE protection, HEp-2 cells, primary 10 µM value included (AID 2391) | HEp-2 cells, RSV-induced CPE inhibition; higher % means a stronger effect | CPE inhibition, % at 10 µM, or IC50 in µM where a hit was titrated | actives 0.13% (n = 310,000); in the data active = a potency from the dose series; inconclusive = CPE inhibition mostly from about 23% at the one dose, without a potency; inactive = the rest, 99 in 100 with CPE inhibition below about 21%; also: strong numbers were not always called active
# human PMI inhibition – inhibitors of human PMI, primary screen, biochemical, fluorescence intensity, coupled assay (AID 1209) | purified PMI enzyme, coupled fluorescence intensity; higher % means a stronger effect | actives 0.42% (n = 190,000) | inhibition, % at 20 µM, or IC50 in µM where a hit was titrated;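 also: plate controls were DMSO vehicle for no effect and wells lacking substrate for full effect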
# TNAP activators – stimulation of alkaline phosphatase TNAP activity – biochemical, luminescent, no phosphate acceptor, uHTS, primary screen (AID 1001); purified TNAP, luminescent activation assay, no phosphate acceptor; higher activation fold means a stronger effect; activation fold at 20 µM; hits with a dose series show EC50 in µM; actives 0.03% (n = 200,000); in the data active = activation fold from about 3, or a potency from the dose series; inactive = the rest, 99 in 100 with activation fold below about 1.6; also: many of its hits are not listed in these tables
# PMI inhibition – MPI inhibition at elevated mannose 6-phosphate – biochemical, fluorescence intensity, high mannose 6-phosphate, primary screen (AID 1220). actives 0.66% (n = 190,000). recombinant PMI enzyme, coupled fluorescence intensity; higher % means a stronger effect. inhibition, % at 20 µM; hits with a dose series show IC50 in µM
# XIAP antagonists – XIAP antagonists, biochemical, IAP family, fluorescence polarization (AID 1018) | XIAP BIR domain, fluorescence polarization peptide displacement; higher % means a stronger effect | actives 0.007% (n = 200,000) | one-dose displacement, % at 20 µM; IC50 in µM for titrated hits; in the data active = displacement above about 50%; also: a part of the inactive calls stands beside numbers as strong as those of hits
# Siah-1 displacement – Siah-1 peptide-binding antagonists, primary screen, biochemical, fluorescence polarization, rhodamine-plectin, uHTS (AID 1817); displacement, % at 20 µM, or IC50 in µM where a hit was titrated; Siah-1 / rhodamine-plectin peptide fluorescence polarization; higher % means a stronger effect; actives 0.02% (n = 290,000);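 active = displacement of at least 50% at 20 µM, with a fluorescence ratio check between 0.3 and a set limit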;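 also: plate controls were Siah plus tracer with DMSO for no effect and tracer alone without Siah for full effect; strong numbers were not always called active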
# Myeloid diff 2 – compounds promoting myeloid differentiation | AID 624256 | calls only at 10 µM | ER-HoxA9 myeloid progenitors, lysozyme-GFP differentiation, flow cytometry | actives 1% (n = 360,000);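 active = normalized GFP-positive differentiation at or above the plate's own cutoff, the solvent-only control mean plus 3 SD; inconclusive = no clear call, values can overlap the other calls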;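 also: cells exposed to compound for four days before flow analysis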
# WT yeast gro inh – growth inhibition of WT yeast, mitochondrial fusion screen; mitochondrial fusion phenotypic screen, WT strain; inhibition, % at 10 µM; actives 2.1% (n = 190,000); AID 1362; in the data active = inhibition above about 58%; tested in S. cerevisiae
# WT yeast gro inh mutant strain – recorded beside WT yeast gro inh, whose call it bears; inhibition, %; mitochondrial fusion phenotypic screen, mutant strain inhibition
# Myeloid diff 2 GFP+ MAC1+ % – also measured in Myeloid diff 2; calls as there; GFP+ MAC1+ double positive, %; measured here: differentiation confirmed by MAC1 staining
# An asterisk follows results filed as active; i = inactive; ? = inconclusive; · = not tested or not shown; + = active, no number; & = joins results of further samples. Rule as the data show it, unless noted: active = inhibition above about 50%; inactive = the rest. A portion of the library; the hit share may differ from the screen's.
compound	PhoP inhibition	RSV antiviral HEp-2	human PMI inhibition	TNAP activators	PMI inhibition	XIAP antagonists	Siah-1 displacement	Myeloid diff 2	Myeloid diff 2 GFP+ MAC1+ %	WT yeast gro inh	WT yeast gro inh mutant strain
O=C(c1cc(-c2ccc(Cl)cc2)n(-c2ccc(Cl)cc2Cl)n1)N1CCOCC1	-6%	2.2%	17%	1.1	16%	-3.3%	-4%	i	1.6	-2	-3
CC(O)(CS(=O)(=O)c1ccc(F)cc1)C(=O)Nc1ccc(C#N)c(C(F)(F)F)c1 (stereo unspecified)	-4%&-2%	-0.8%	13%	1.1	18%	-3.5%	-1%	·	·	-5	-4
COc1cc(Br)cc(CN2CCN(C)CC2)c1O	-1%	-0.2%	14%	1	-2%	-2.3%	-1%	i	1.0	6	23
CCOc1ccc(N2C(=O)NC(=O)/C(=C\c3ccc(N4CCOCC4)cc3C)C2=O)cc1	3%	4.5%	·	1	·	-8.0%	-3%	i	0.0	10	6
N#CCCn1cc(C=C2C(=O)NC(=O)NC2=O)c(-c2ccccc2)n1	8%	1.0%	-7%	1.1	-11%	0.3%	2%	i	1.0	-2	1
Nc1ccccc1C(=O)OCC(=O)N1CCc2ccccc21	-7%	·	2%	1	3%	-1.0%	2%	i	0.3	-16	1
CC1CCN(c2cc(Br)c([N+](=O)[O-])cc2F)CC1	-6%	2.2%	·	·	·	·	2%	i	0.5	·	·
Cc1cc(C(=O)N=Nc2c(O)n(C)c3ccccc23)c(C)o1	9%	0.2%	0%	0.9	-10%	-1.5%	9%	i	0.3	-4	-6
Cc1cc(C)c(N=Cc2c(O)[nH]c(=O)[nH]c2=O)c(C)c1	4%	-1.5%	·	·	·	·	-8%	i	0.4	·	·
COc1ccccc1OC(=O)c1ccc(C)c(S(=O)(=O)N2CCOCC2)c1	9%	1.5%	·	·	·	·	1%	i	1.1	·	·
O=C1C2CCN(CC2)C1Cc1ccc(OCCOc2ccccc2)cc1 (stereo unspecified)	10%	-1.3%	-6%	1.1	-5%	-0.3%	-3%	i	0.5	0	2
CN1CCC2(O)OCCCC2C1 (stereo unspecified)	6%	0.6%	·	·	·	·	-3%	i	1.0	·	·
COP(=O)(OC)C1(Nc2ccc(C)cc2)CCCCC1	-5%	1.4%	-6%	1.2	-6%	-1.0%	-2%	i	1.6	17	18
COc1cccc(N2C(=O)/C(=C/c3ccc(C)o3)C(=O)NC2=S)c1	-4%	1.2%	·	·	·	·	-2%	i	0.6	·	·
O=C1NC(=O)N(c2ccccc2)C(=O)/C1=C/c1ccc2c(c1)Cc1ccccc1-2	0%	2.6%	-1%	1.1	-3%	-9.4%	24%	·	·	-5	-6
O=c1[nH]c(=O)n(-c2cccc3ccccc23)c(O)c1C=NCCCn1ccnc1	-2%	3.3%	5%	1	5%	-3.0%	1%	i	0.9	8	5
CN1CCC(OC(=O)c2cccc(F)c2)CC1	6%	0.2%	·	·	·	·	-1%	i	0.3	·	·
O=c1[nH]c(=O)n(-c2ccccc2)c(O)c1C=NC12CN3CN(CN(C3)C1)C2	-2%	2.1%	-4%	1.1	2%	-4.3%	1%	·	·	-4	-10
COC(=O)OCC12CCC(O1)C1(C)C(=O)OCC21 (stereo unspecified)	-13%	0.5%	-3%	1.1	-1%	-4.9%	-7%	i	0.8	-4	10
COc1ccc(OC)c(NP(=O)(Oc2ccc(Cl)cc2)Oc2ccc(Cl)cc2)c1	3%	2.9%	18%	0.9	13%	-6.2%	7%	i	2.2	55	13
COc1ccc(CC[n+]2cc(/N=C(\C)[O-])on2)cc1OC	-17%	0.3%	-8%	1.1	-9%	-4.9%	-2%	i	4.5	0	7
CCN(CC)P(c1n(C)cc[n+]1C)N(CC)CC	6%	0.2%	54%*	1.1	-16%	-9.5%	-2%	i	0.7	-5	-11
Cc1nn(Cc2ccccc2Cl)c(C)c1C(=O)OCC(=O)NC1CCS(=O)(=O)C1 (stereo unspecified)	-1%	1.8%	-5%	1.1	-1%	-0.6%	-1%	i	0.8	0	-13
c1ccc(-c2ccc(-c3n(-c4ccccn4)c4ccccc4[n+]3-c3ccccn3)cc2)cc1	-3%	·	-19%	1.1	4%	1.8%	3%	i	0.4	16	6
O=C1CCCN1C(=O)c1cncc(Br)c1	-6%	-0.4%	-3%	1.1	-6%	-7.5%	-2%	i	1.0	0	4
O=C(/C=C/c1ccccc1)c1c(O)n(CCc2ccccc2)c(=O)[nH]c1=O	-2%	-0.1%	8%	1.1	6%	-6.6%	12%	+	3.1*	-6	1
CC(C)(C)c1ccc(C(=O)C2CCCN(C3CCC3)C2)cc1 (stereo unspecified)	4%	0.3%	-4%	1.1	-1%	-10%	-5%	i	0.0	46	51
O=C1NC(=O)N(c2ccccc2)C(=O)/C1=C\C=C\c1ccccc1	-3%	9.8%	·	·	·	·	-2%	i	0.0	·	·
N[C@@H](Cc1c[nH]c2ccccc12)c1nnc(SCc2ccccc2)o1	-2%	0.5%	9%	1	-1%	-1.1%	-1%	i	1.2	10	-19
CC1(C)Cc2c(C#N)c(N3CCNCC3)nc(-c3ccco3)c2CS1	-11%	-3.3%	·	·	·	·	-6%	i	0.8	·	·
Cc1cccc(N2C(=O)NC(=O)/C(=C/c3cc4c(cc3[N+](=O)[O-])OCO4)C2=O)c1	-13%	2.2%	-2%	1.1	16%	7.1%	9%	·	·	3	6
N#Cc1c(/N=C/c2c(O)n(Cc3ccco3)c(=O)[nH]c2=O)sc2c1CCCC2	-2%	2.7%	-19%	1.2	-22%	15%	0%	i	1.6	-35	4
CCOc1ccc(-n2c(-c3ccoc3)nc3ccccc3c2=O)cc1	-2%	-0.1%	5%	1.2	-5%	-4.8%	-4%	i	2.7	-3	10
C/C(=N\NP(=S)(c1ccccc1)c1ccccc1)c1ccc(O)cc1O	-3%	3.9%	·	·	·	·	3%	i	0.9	·	·
Fc1ccc2c(c1)nnn2C1CCN(Cc2c(Cl)cccc2Cl)CC1	3%	2.1%	0%	1	1%	-2.6%	-1%	i	0.4	-4	-1
Cc1cc(O)c(CN2CC=C(c3ccccc3)CC2)cc1C(C)C	-2%	5.6%	·	·	·	·	-2%	i	1.3	·	·
Cc1cc(OCC(=O)N2CCC(C(=O)O)CC2)c2c3c(c(=O)oc2c1)CCCC3	1%	1.2%	·	·	·	·	-1%	i	2.2	·	·
OC(c1ccccc1)(c1ccccc1)C1CCNCC1	0%&5%	-1.9%	6%	1.1	6%	-3.1%	-5%	i	2.4	7	12
O=C(NC1(C(F)(F)F)Oc2ccccc2O1)N1CCC2(CC1)OCCO2	4%	1.4%	33%	0.8	4%	-6.3%	12%	i	0.7	6	4
CCOc1ccc(C(C)=O)cc1Cn1ccsc1=N	5%	1.2%	·	·	·	·	2%	i	0.6	·	·
S=c1[nH]c2ccccc2[nH]1	2%	0.3%	33%	1	21%	-3.4%	-3%	i	0.5	-2	5
COc1ccc(CN2C(=O)NC(=O)/C(=C/c3ccc(OC)c(OC)c3OC)C2=O)cc1	-13%	0.3%	·	·	·	·	-7%	i	0.6	·	·
CN(C)CCCN=Cc1c(O)n(Cc2ccco2)c(=O)[nH]c1=O	-1%	0.5%	-8%	1.2	-12%	-0.7%	-2%	i	0.5	8	8
Cc1cc(/C=C2\C(=O)NC(=O)N(Cc3ccco3)C2=O)c(C)n1-c1ccc(C(=O)O)cc1	-2%	1.4%	·	·	·	·	18%	i	1.5	·	·
O=C(Nc1nccs1)C(Cl)(Cl)Cl	-7%	1.4%	0%	1	1%	-1.7%	-4%	i	0.4	-16	-6
O=C(N/N=C/c1c(O)n(CCc2ccccc2)c(=O)[nH]c1=O)c1ccccc1O	-3%	2.1%	·	·	·	·	-11%	i	0.6	·	·
COc1ccccc1CN1CCN(C(=O)COc2ccccc2)CC1	4%	-0.1%	16%	1.1	14%	8.2%	0%	i	0.4	-7	-39
CCCCC(C)C(OC(=O)CC(CC(=O)O)C(=O)O)C(CC(C)CC(O)CCCCC(O)CC(O)C(C)N)OC(=O)CC(CC(=O)O)C(=O)O (stereo unspecified)	0%	2.0%	-9%	1.1	-4%	-5.7%	3%	i	1.2	-19	-12
Cc1ccccc1-n1c(O)c(C=Nc2ccc(N(C)C)cc2)c(=O)[nH]c1=O	5%	1.5%	7%	1	17%	-8.0%	5%	i	0.7	-5	2
O=c1oc2ccccc2c(O)c1[C@H]1c2ccc(O)cc2Oc2c1c(=O)oc1ccccc21	-8%	1.1%	·	·	·	·	12%	i	0.7	·	·
Cn1cccc1CN1CCN(C(=O)COc2ccccc2)CC1	-1%	1.9%	-1%	1.1	-6%	-4.1%	4%	·	·	18	-1
CCn1c(NN=O)nc2ccccc21	-1%	-3.3%	1%	1.1	-15%	-3.1%	-4%	?	·	3	7
O=C(c1c[nH]c2ccc(S(=O)(=O)N3CCC4(CC3)OCCO4)cc2c1=O)N1CCC2(CC1)OCCO2	4%	1.9%	-16%	1	-2%	-6.7%	1%	i	0.6	8	-3
COc1ccc(-c2cc(=Nc3ccccc3)c3cc(C)ccc3o2)cc1	24%	?	-18%	0.7	-24%	2.1%	-6%	i	0.3	56	24
CNP1(NC)=Nc2nn(-c3ccccc3)c(N)c2C(c2ccccc2)=N1	-1%	0.9%	-4%	1.1	-7%	-1.1%	-2%	i	1.0	-44	-24
CN(C)C(=O)Oc1ccc(-c2cn3cc(C(F)(F)F)ccc3n2)cc1	-3%	0.8%	-13%	1.1	-10%	-5.0%	7%	i	0.0	-18	9
Cc1cc2ccccn2c1C(C[N+](=O)[O-])c1c(F)cccc1Cl (stereo unspecified)	7%	14%	·	·	·	·	2%	i	0.0	·	·
CC1(C)CC(=O)C(C=NCCN2CCN(C(=O)Cc3ccc(F)cc3)CC2)=C(O)C1	14%	0.2%	-36%	1	-38%	-5.8%	1%	i	6.6	-8	-7
CN(C)C(Cc1ccc(Cl)cc1)C(=O)c1ccccc1 (stereo unspecified)	4%	2.1%	-6%	1	-10%	-3.7%	2%	i	0.4	11	-13
CCOC(=O)C1CCN(/C=C2/C(=O)NC(=O)N(c3ccc(OCC)cc3)C2=O)CC1	0%	1.3%	-14%	1	9%	-6.0%	2%	i	2.6	10	0

# From PubChem
